pAkt inh – HTS Assay for Inhibitors of Akt Phophorylation: Primary Screen | Neuro2A IGF-stimulated pAkt S473 HTRF, 20 min; stronger effect = lower value | actives 0.32% (n = 360,000) | activity change, % for hits at 50 µM; in the data active = activity change below about -80%; inconclusive = mostly about -51% to -80%; note: % is set by controls: 0 for no effect and ±100 for the full control effect
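Neuro2A cells in DMEM with 0.5% FBS, overnight at 37 deg C, given compound at single 50 µM final, then IGF (6 nM final) for 20 min at 37 deg C. Lysed; phospho-Akt Ser473 by HTRF after 24 h, 665/615 ratio.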
A549 viability – Nrf2 qHTS screen for inhibitors: counterscreen for cytotoxicity. A549 ARE-Fluc cells, CellTiter-Fluor viability, 18-24 h. Potency, µM (series often up to 46 µM), for inactives: at the top dose activity change, negative = cytotoxicity, actives largely listed as inhibitors. actives 0.16% (n = 390,000). AID 504648, 2011; note: potency is the fitted concentration of half-maximal effect; % is set by controls: 0 for no effect and ±100 for the full control effect
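A549 ARE_Fluc cells in 5% FBS OPTI-MEM were exposed to compounds in concentration-response for 18-24 h at 37 deg C. Viability was read by CellTiter-Fluor fluorescence (Ex 405/Em 525) after 30 min, before the luciferase read.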
CCT modulator – High-Throughput Screening for Modulators of Cytosolic Chaperonin Activity | purified chaperonin ATPase assay, HTRF ADP detection, 30 min | activity change, % (test concentration not listed), hits read low | actives 0.3% (n = 360,000) | AID 651819, 2012; in the data active = activity change below about -30%; note: % is set by controls: 0 for no effect and ±100 for the full control effect
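Enzyme 40 or 20 nM (batch-dependent) in Tris pH 7.4/KCl/MgCl2/DTT; cpd 76 uM single point; ATP 10 uM; 30 min 37 °C; Transcreener ADP HTRF detection, 30 min RT; ratio 665/615.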
EPAC2 antag – qHTS for Antagonist of cAMP-regulated guanine nucleotide exchange factor 2 (EPAC2): primary screen. EPAC2 GEF exchange of Rap1B-BODIPY-GDP, fluorescence. Potency, µM (highest dose often 114 µM), inactives show at the top dose activity, negative = inhibition, hits mostly inhibitors. actives 0.18% (n = 360,000). AID 720708, 2013; note: potency is the fitted concentration of half-maximal effect; % is set by controls: 0 for no effect and ±100 for the full control effect; nearly all actives have a fitted effect of over 45% in size; many of its hits are not listed in these tables
Target sequence (Q8WZA2 whole entry, looked up): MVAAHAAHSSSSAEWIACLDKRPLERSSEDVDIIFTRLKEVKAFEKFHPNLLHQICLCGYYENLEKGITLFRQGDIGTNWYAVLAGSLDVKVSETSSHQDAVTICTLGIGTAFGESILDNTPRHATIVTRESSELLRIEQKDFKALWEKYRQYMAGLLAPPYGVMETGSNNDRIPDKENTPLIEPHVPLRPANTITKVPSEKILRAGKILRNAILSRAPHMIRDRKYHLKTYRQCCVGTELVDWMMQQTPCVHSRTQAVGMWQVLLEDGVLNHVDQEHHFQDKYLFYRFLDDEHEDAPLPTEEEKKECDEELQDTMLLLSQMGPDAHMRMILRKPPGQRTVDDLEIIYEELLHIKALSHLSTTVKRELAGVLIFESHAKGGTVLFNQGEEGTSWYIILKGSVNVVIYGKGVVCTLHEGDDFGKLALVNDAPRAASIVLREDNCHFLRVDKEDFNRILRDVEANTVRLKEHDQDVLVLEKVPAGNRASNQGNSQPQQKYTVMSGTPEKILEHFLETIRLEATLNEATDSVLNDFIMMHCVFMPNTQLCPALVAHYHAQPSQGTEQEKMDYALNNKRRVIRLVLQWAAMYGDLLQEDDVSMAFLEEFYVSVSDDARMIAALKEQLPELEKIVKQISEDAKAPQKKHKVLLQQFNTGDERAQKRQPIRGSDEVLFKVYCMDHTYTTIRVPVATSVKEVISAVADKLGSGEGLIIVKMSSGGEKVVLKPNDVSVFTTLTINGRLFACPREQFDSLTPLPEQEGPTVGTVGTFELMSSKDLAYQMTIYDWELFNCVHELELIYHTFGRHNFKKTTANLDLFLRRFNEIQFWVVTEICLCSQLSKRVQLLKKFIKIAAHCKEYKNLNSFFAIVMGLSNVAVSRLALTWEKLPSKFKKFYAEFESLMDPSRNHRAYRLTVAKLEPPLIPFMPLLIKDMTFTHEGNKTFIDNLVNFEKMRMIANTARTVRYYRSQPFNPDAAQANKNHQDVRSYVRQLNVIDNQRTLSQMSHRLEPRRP
TGFb SMAD3 inh – qHTS for Inhibitors of TGF-b. HepG2 CAGA-GFP TGF-b/SMAD3 reporter, GFP fluorescence, 18 h; TGF-beta stimulated, 500 pg/mL final. Potency, µM (highest dose often 46.1 µM), without a hit: top-dose activity, negative = inhibition, hits mostly inhibitors. actives 1.2% (n = 410,000); note: potency is the fitted concentration of half-maximal effect; % is set by controls: 0 for no effect and ±100 for the full control effect; nearly all actives have a fitted effect of over 65% in size
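HEPG2 CAGA-GFP cells (1000/well, DMEM with 1% FBS) were pre-incubated 2 h at 37 degrees C, given compound by pin tool, then stimulated with TGF-beta at 500 pg/mL final for 18 h before per-cell GFP fluorescence imaging.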
MmCpn inh – Inhibitors of TCP-1 ring complex (TRiC) of Methanococcus maripaludis (MmCpn): qHTS | AID 504842, 2011 | Chaperonin Mm-Cpn (Methanococcus maripaludis) | Potency, µM (highest dose often 76.9 µM), without a hit: at the highest dose activity, negative = inhibition, actives largely listed as inhibitors | actives 0.031% (n = 330,000) | purified Mm-Cpn ATPase, ADP Transcreener TR-FRET; note: potency is the fitted concentration of half-maximal effect; % is set by controls: 0 for no effect and ±100 for the full control effect; nearly all actives have a fitted effect of over 80% in size
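Inhibition of chaperonin ATP hydrolysis is measured as reduced ADP production, detected by competitive TR-FRET in which signal falls with ADP. Final enzyme 25 nM and ATP 10 uM, reacted 30 min at 37°C.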
Nrf2 block – Nrf2 qHTS screen for inhibitors. Potency, µM (highest dose often 46 µM), inactives show at the highest dose activity change, negative = inhibition, usual class: inhibitors. AID 504444, 2011. actives 2.1% (n = 360,000). A549 ARE-Fluc reporter, luciferase luminescence, 18-24 h; note: potency is the fitted concentration of half-maximal effect; % is set by controls: 0 for no effect and ±100 for the full control effect; nearly all actives have a fitted effect of over 60% in size
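In this cell-based qHTS, ARE-driven firefly luciferase in A549 cells reports Nrf2 activity; the luminescent signal after BugLite lysis is the measured value, with a prior CellTiter-Fluor read for cell health.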
EPAC2 agonist – qHTS for Agonist of cAMP-regulated guanine nucleotide exchange factor 4 (EPAC2): primary screen | Potency, µM (titrated, usually from 154 µM), inactives show at the highest dose activation, usual class: activators | AID 720711, 2013 | EPAC2 activation, biochemical qHTS; response scale: 100% = 6.5 mM cAMP response | actives 0.079% (n = 360,000); note: potency is the fitted concentration of half-maximal effect; nearly all actives have a fitted effect of over 50% in size
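Nucleotide exchange monitored as fluorescence drop when BODIPY-GDP leaves Rap1B. Reaction: 100 nM EPAC2, 250 nM RAP1B-BODIPY-GDP, 50 uM GDP, room temperature, kinetic read over 30 min. Activity expressed relative to 6.5 mM cAMP.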
Nrf2 ARE act – qHTS of Nrf2 Activators. AID 624171, 2012. actives 0.31% (n = 410,000). Potency, µM (series often up to 46.1 µM), for the others: at the top dose activation, actives largely listed as activators. AREc32 ARE-luciferase reporter (MCF7-derived line), luminescence, 24 h; note: potency is the fitted concentration of half-maximal effect; % of control where 0% means no effect; nearly all actives have a fitted effect of over 65% in size
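For detection, Steady-Glo was added and plates sat 30 min at RT; before that, AREc32_Fluc cells grown overnight in OPTI-MEM/5% FBS had been treated with 23 nL compound for 24 hr at 37 deg C.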
An asterisk follows results filed as active; i = inactive; ? = inconclusive; · = not tested or not shown. Unless noted, calls come from the whole dose curve; as a rule, active = well fitted curve in the direction sought with a large enough effect; inconclusive = small, poorly fitted or top-dose-only effect, or another doubt; inactive = no such curve, though single readings can be large; an effect the other way counts as inactive or inconclusive. Not all compounds are listed, so the mix of outcomes need not match the whole.

SMILES | pAkt inh | A549 viability | CCT modulator | EPAC2 antag | TGFb SMAD3 inh | MmCpn inh | Nrf2 block | EPAC2 agonist | Nrf2 ARE act
O=C(c1ccccc1F)N1CCN(C(=O)C(c2ccccc2)c2ccccc2)CC1 | i | 2.2% | -3.3 | -19.0% | 4.7% | -3.2% | 2.5% | 4.1% | 0.0%
O=C(C[n+]1cc(Br)cc2ccccc21)c1ccc(Cl)cc1 | i | 2.5% | -1.5 | 13.3% | ? | -1.4% | -5.3% | 14.5% | 5.4%
CC1Cn2cc(C(=O)Nc3cccc(C(F)(F)F)c3)c(=O)c3c(Cl)ccc(c32)O1 (stereo not given) | · | -3.3% | · | · | 0.8% | · | ? | · | 0.5%
O=C(Nc1ccc(-c2csc(Nc3ccccc3)n2)cc1)c1ccccc1 | i | -5.2% | 0.6 | 6.1% | -18.0% | -1.3% | 4.3% | 4.6% | 16.5%
COc1ccccc1NC(=O)C(C)OC(=O)c1ccc(-n2cnnn2)cc1 (stereo not given) | i | 0.9% | 1.6 | 0.4% | 19.0% | -0.2% | 1.2% | 4.9% | 0.0%
O=C(OCC(=O)N1CCC(Cc2ccccc2)CC1)c1ccccc1F | i | 10.7% | -2.4 | -14.5% | 19.6% | -5.9% | 8.2% | 5.9% | 2.2%
COCCn1c(N)c(N(Cc2ccccc2)C(=O)c2ccc3ccccc3c2)c(=O)[nH]c1=O | i | -1.2% | -2.4 | 2.5% | 0.8% | -0.1% | 0.6% | 5.3% | 0.2%
O=C1CCCC(=O)C1=C1SCCS1 | i | 0.8% | -2.8 | 11.4% | 4.3% | -5.0% | 6.1% | 5.8% | -0.3%
O=C(c1cc([N+](=O)[O-])ccc1N1CCOCC1)N1CCN(S(=O)(=O)c2ccc(F)cc2)CC1 | i | -9.2% | 0.6 | -14.6% | -4.1% | 0.1% | -1.7% | 9.8% | 0.3%
CCOc1cc(/C=C2\C(=O)N(CCC#N)N=C2C)ccc1OCC(N)=O | i | -2.1% | 1.9 | 12.1% | 9.3% | -5.8% | -15.5% | -1.4% | 0.0%
Cc1ccc(Sc2nc([N+](=O)[O-])nn2C)cc1 | i | -0.4% | -0.9 | 7.3% | -14.5% | -0.4% | -2.4% | 0.1% | 3.7%
COc1ccc2sc(-c3ccccc3OC)c(-c3ccc(OC)c(F)c3)c2c1 | i | 10.0% | -2.1 | -7.9% | -1.8% | ? | 5.5% | 8.9% | -1.0%
NC(=O)Cn1c(=O)n(CCCCCC(=O)NCc2ccc3c(c2)OCO3)c(=O)c2sccc21 | · | 0.8% | · | · | -8.7% | · | 8.5% | · | -0.5%
Cc1c(/C=N\NC(=O)c2c[nH]c3ccccc23)cnn1C | i | 0.8% | 1.2 | -1.9% | -0.7% | -10.3% | 122.7% | -0.1% | 3.1%
COC(=O)c1[nH]c2ccccc2c1CN1CCOCC1 | i | 0.1% | -2.3 | 2.8% | -3.3% | 0.3% | 4.5% | 4.6% | -0.9%
CCc1ccc(C2C(C#N)=C(N)N(N(C)C)C3=C2C(=O)CCC3)cc1 (stereo not given) | i | -9.7% | 0.2 | -24.6% | -2.8% | -0.8% | -8.2% | 6.1% | 0.5%
CCc1nc2ccc(C(=O)NCCOc3ccc(OC)cc3)cn2c1N(C)Cc1ccc(N(C)C)cc1 | i | · | 0.3 | 10.7% | -8.0% | · | · | 2.3% | 3.2%
O=C(CSc1nc2sc3c(c2c(=O)[nH]1)CCC3)NCCO | i | 2.9% | -1.6 | 0.8% | 3.2% | -0.3% | 11.2% | 3.8% | -0.4%
CCN1C(=O)c2n[nH]c(C(=O)OC)c2C1=O | i | -4.9% | 1.0 | 12.0% | ? | 0.2% | · | 10.5% | 0.7%
CSc1ccccc1NC(=O)Cn1nc([N+](=O)[O-])c(Cl)c1C | i | 0.7% | 0.8 | 3.1% | 0.0% | -3.0% | 2.9% | 11.7% | 0.3%
COc1cc(/C=N/NC(=O)c2cc[n+]([O-])cc2)cc(OC)c1OC | i | -2.3% | -0.5 | 20.1% | 6.6% | -5.8% | 1.9% | 7.9% | 0.2%
Cc1cc(C)cc(N(C(=O)CCC(=O)Nc2cc(C)on2)C(C(=O)NC2CCCC2)c2ccco2)c1 (stereo not given) | i | -2.9% | 0.6 | -22.2% | -12.8% | 1.0% | -11.8% | 9.4% | -0.3%
CCC(=O)NNC(=O)c1c(O)c2ccccc2[nH]c1=O | i | -5.5% | -3.8 | 5.5% | 4.7% | 0.7% | 16.2% | 3.8% | 0.0%
O=C1/C(=C/c2ccccc2)SC(=S)N1N1C(=O)C2CC2C1=O (stereo not given) | i | 1.7% | 1.4 | -0.5% | 0.9% | -15.0% | 9.8% | 0.6% | 0.2%
NNc1nc(-c2ccccc2)nc(-c2ccccc2)c1Br | i | -18.8% | -2.4 | 8.7% | 3.0% | · | -12.5% | 9.4% | 0.2%

A portion from the list above, for reference:
SMILES | pAkt inh | A549 viability | CCT modulator | EPAC2 antag | TGFb SMAD3 inh | MmCpn inh | Nrf2 block | EPAC2 agonist | Nrf2 ARE act
O=C(c1ccccc1F)N1CCN(C(=O)C(c2ccccc2)c2ccccc2)CC1 | i | 2.2% | -3.3 | -19.0% | 4.7% | -3.2% | 2.5% | 4.1% | 0.0%
O=C(C[n+]1cc(Br)cc2ccccc21)c1ccc(Cl)cc1 | i | 2.5% | -1.5 | 13.3% | ? | -1.4% | -5.3% | 14.5% | 5.4%

(continued)
SMILES | pAkt inh | A549 viability | CCT modulator | EPAC2 antag | TGFb SMAD3 inh | MmCpn inh | Nrf2 block | EPAC2 agonist | Nrf2 ARE act
CCCn1c(N2CCN(C(=O)Nc3ccc(Cl)cc3)CC2)nc2ccccc21 | i | -12.8% | -27.9 | 7.1% | -5.2% | 4.8% | ? | 8.1% | 0.0%
COc1ccc(S(=O)(=O)Nc2ccc(C(N)=O)cc2)cc1C(=O)N1CCCCCC1 | i | 3.0% | -1.6 | 10.3% | 0.0% | 0.3% | -3.6% | 6.2% | 0.3%
COc1ccc(N(CC(=O)NCc2cccs2)S(=O)(=O)c2cccnc2)cc1 | i | 3.3% | -1.5 | -3.7% | 2.0% | 1.5% | -1.0% | 12.1% | -0.4%
CCOC(=O)[C@H]1[C@H]2COc3cc(OC)ccc3[C@@H]2N2C(=O)CN(Cc3ccc(OC)cc3)C(=O)[C@@]12C | i | -1.2% | 1.3 | -9.0% | -0.9% | 2.5% | 3.9% | 5.5% | 0.5%
CCCCOC(=O)Cn1c(=O)c2c(nc3n2CCCCN3c2ccc(C)cc2)n(C)c1=O | i | -17.0% | -3.7 | -4.3% | 1.1% | -1.4% | · | 2.2% | 3.7%
CCS(=O)(=O)N1CCN(c2ccc([N+](=O)[O-])c(NCc3cccnc3)c2)CC1 | i | ? | -3.0 | -8.0% | 1.8% | 0.8% | -31.1% | -6.8% | 3.8%
CC(=O)Nc1ccc(C(=O)OC2CCOC2=O)cc1 (stereo not given) | i | 1.1% | -1.8 | 5.8% | -6.4% | 0.6% | 11.0% | 5.5% | -0.5%
COc1ccc(CN2C(=O)CN=C2Nc2cc(C)ccc2C)cc1 | i | -7.1% | -0.6 | -0.4% | ? | -1.9% | ? | 9.2% | -0.3%
COc1ccccc1C1NC(=O)NC(C)=C1C(=O)OC1CCCCC1 (stereo not given) | i | 1.9% | -1.3 | 5.3% | 4.6% | 0.0% | -19.4% | 7.6% | -1.1%
CS(=O)(=O)N(CCc1ccccc1)CC(N)=O | i | -5.0% | -0.6 | 4.3% | 10.3% | 1.7% | 3.0% | 0.6% | -0.9%
CCOC(=O)C1CCCN(CC(=O)N2CCCc3c2c(=O)oc2ccc(OCc4ccccc4)cc32)C1 (stereo not given) | · | -0.7% | · | · | -7.6% | · | ? | · | 3.5%
Cc1ccc(S(=O)(=O)N(C)C)cc1NC(=O)C1CCCCC1 | i | 0.2% | 0.2 | 3.3% | 0.7% | -4.0% | -1.2% | 8.0% | -1.7%
CCOc1ccc(/C=N/NS(=O)(=O)c2ccc(C)cc2)cc1OC | i | -0.1% | 0.6 | 0.7% | -9.3% | 1.1% | -9.3% | 2.0% | -0.8%
Cc1c(C(=O)NCCc2ccccc2)cccc1-n1cnc2cccnc21 | · | -0.8% | · | · | 0.0% | · | ? | · | 0.4%
O=C(CCn1c(=O)sc2ccccc21)NCc1ccco1 | i | 9.6% | -3.8 | -3.0% | 2.0% | -0.1% | 12.6% | 4.5% | -0.2%
CCOCC(=O)Nc1ccc(-c2cn3cccnc3n2)cc1 | i | 7.1% | 1.2 | 9.4% | 0.9% | -5.6% | 13.5% | -0.9% | 2.2%
O=[N+]([O-])c1ccccc1/C=N/n1c(COc2ccccc2)n[nH]c1=S | i | -3.0% | -1.4 | 0.4% | -1.6% | 3.1% | 0.3% | -2.0% | 0.4%
CC(=O)N1c2ccc(S(=O)(=O)NCCC(=O)Nc3ccc(Br)c(C)c3)cc2CC1C (stereo not given) | · | -11.7% | · | · | 11.2µM* | · | ? | · | 3.8%
O=C(CCSCc1cccc(F)c1)NCc1ccc(F)cc1 | i | 5.7% | -0.3 | ? | -4.9% | 1.3% | 12.1% | -0.4% | 1.7%
COc1ccc(CNC(=O)COC(=O)c2ccc(OCC3CCCO3)cc2)cc1 (stereo not given) | i | -0.3% | 0.0 | 0.3% | -0.1% | -0.5% | 6.4% | 4.2% | -1.0%

High-throughput results as filed in PubChem BioAssay.
